CAL PDZ FP – CAL PDZ (human) peptide binding inhibition. Q9HD26. purified CAL PDZ, TMR-peptide fluorescence polarization, 1 h. inhibition, % at 24.9 µM. 0.92% of 300,000 active. AID 602252;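 active means mean inhibition of at least 30% with at least half of replicates also reaching 30%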;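 further: 0% = DMSO neutral control and 100% = excess unlabeled competitor peptide PRC23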
HTR5A inv ag – counter-screen for OPRM1-OPRD1 inverse agonists: human HTR5A inverse agonism | 0.083% of 340,000 active | P47898 | HTR5A cell line, luminescence | AID 504634 | inhibition, % at 9.3 µM; in the data active means inhibition mostly above about 23%, no sharp cut-off; inactive means mostly below about 18%;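 further: 0% = cells with DMSO and 100% = no-cell wells with DMSO; some compounds called inactive have numbers as strong as hits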
Target sequence (P47898 whole entry, looked up): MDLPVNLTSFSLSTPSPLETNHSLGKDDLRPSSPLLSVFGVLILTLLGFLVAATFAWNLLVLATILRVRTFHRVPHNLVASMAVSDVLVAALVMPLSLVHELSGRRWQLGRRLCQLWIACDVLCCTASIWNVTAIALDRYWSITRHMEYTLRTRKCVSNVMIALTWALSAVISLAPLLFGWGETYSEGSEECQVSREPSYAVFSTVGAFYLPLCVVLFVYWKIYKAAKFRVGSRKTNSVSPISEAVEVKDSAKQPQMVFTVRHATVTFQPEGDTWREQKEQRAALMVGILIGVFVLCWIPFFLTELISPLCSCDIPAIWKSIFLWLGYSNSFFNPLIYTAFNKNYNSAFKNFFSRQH
cardiac RTF act – increases calcium sensitivity of human cardiac regulated thin filaments. IANBD-labeled TnC RTF fluorescence at EC20 calcium; 0% EC20 calcium, 100% full calcium. AID 493008. 0.24% of 340,000 active. P19429+P45379. activation, % at 7.2 µM;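 active means activation above the mean over all tested compounds plus 3 SD, cut at about 30% in these data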;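 further: rise in fluorescence read as greater calcium sensitivity of cardiac thin filaments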
OPRM1-OPRD1 ag – agonists of human mu-delta opioid receptor heterodimerization; P35372+P41143; cells, OPRM1-OPRD1 heterodimerization, luminescence; activation, % at 9.3 µM; 0.3% of 340,000 active; AID 504326; in the data active means activation above about 18%;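 further: 0% = vehicle-treated cells and 100% = reference agonist; values of inactives mirror those of a sister screen read the other way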
V-ATPase pHluor – alters yeast V-ATPase proton transport; S. cerevisiae, pHLuorin cytosolic pH fluorescence; response, % at 10 µM; 0.37% of 350,000 active; in the data active means response mostly above about 7.3%, no sharp cut-off; inactive means mostly below about 5.4%; further: actives read high; inactives centre near 0; some compounds called inactive have numbers as strong as hits; reference of the scale not given here
Cardiac RTF inh – cardiac RTF calcium desensitization. P19429+P45379. IANBD-labeled cardiac RTF, Ca2+ fluorescence. inhibition, % at 7.15 µM. 0.12% of 340,000 active. AID 493244;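 active means inhibition above the mean inhibition of all tested compounds plus 3 SD, cut at about 17% in these data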;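 further: assay run at fixed EC70 calcium of 1.6 mM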
LANA DNA inh – blocks KSHV LANA C-terminal domain binding to DNA; inhibition, % at 9 µM; 0.078% of 340,000 active; MBP-C-LANA/FAM-LBS DNA binding, fluorescence polarization;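 active means highest replicate inhibition at or above 60% at 9 µM, even if other replicates fall short; inactive means all replicates below 60% inhibition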;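 further: 0% = neutral control wells and 100% = 4 µM acridine orange control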
HTR5A ag ctr – HTR5A agonism, opioid heterodimer counter-screen; P47898; HTR5A agonist assay, luminescence, cell-based; activation, % at 9.3 µM; 0.61% of 340,000 active; AID 504692; in the data active means activation mostly above about 9.5%, no sharp cut-off; inactive means mostly below about 7.6%;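 further: 0% = cells with vehicle only and 100% = reference agonist; strong numbers were not always called active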
MOR-DOR inv ag – inverse agonist of human OPRM1-OPRD1 heterodimerization | P35372+P41143 | cell-based MOR-DOR heterodimer luminescence, inverse agonism | inhibition, % at 9.3 µM | 0.21% of 340,000 active | AID 504357; in the data active means inhibition above about 22%, passing the limit was not always enough;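 further: 0% = cells with DMSO and 100% = wells without cells with DMSO; values of inactives mirror those of a sister screen read the other way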
Keap1-Nrf2 PPI – Keap1-Nrf2 (human) interaction inhibition | inhibition, % at 9.4 µM | Q14145 | Keap1 Kelch-Nrf2 peptide fluorescence polarization, 1536-well | 0.15% of 340,000 active; in the data active means inhibition above about 12%;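 further: human Keap1 Kelch domain with fluorescein labeled Nrf2 9mer peptide probe; 0% = neutral control wells and 100% = peptide positive control; higher means more block of Keap1 binding to Nrf2 peptide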
Active calls of the source: *; nt = no result given.

1: O=c1nc2c(O)cccn2c2c1c(=O)[nH]c1ccccc12
2: Cc1nnc(SCC2=C(C(=O)O)N3C(=O)C(NC(=O)Cn4nc(C(F)F)c(Cl)c4C)C3SC2)s1 (stereo unspecified)
3: O=C(Nc1ccccc1N1CCOCC1)c1cc(=O)[nH]c2ccccc12
4: COc1cc(/C=N/N=C(N)N)ccc1OCc1ccccc1Cl
5: Cc1cccc(C)c1N1CCN(c2nc(N(C)C)oc(=O)c2C#N)CC1
6: COC(=O)c1cn(CC(=O)NCc2cccs2)c2ccccc12
7: CN(C)CCCN(C(=O)CCSc1ccccc1)c1nc2cc3c(cc2s1)OCO3
8: Cc1ccc2nc(SCC(=O)c3ccccc3)nc(=O)n2c1

compound no.	1	2	3	4	5	6	7	8
CAL PDZ FP	-6.5	-2.0	-1.0	-1.8	nt	-3.9	-10.3	-0.2
MOR-DOR inv ag	8.1	-11.6	-15.4	-84.8	11.9	17.1	-15.5	6.0
V-ATPase pHluor	-3.8	0.5	3.0	1.7	3.9	4.4	-0.8	-3.7
Cardiac RTF inh	-44.6	-5.2	-4.0	5.1	-5.6	-6.2	-10.6	-3.2
OPRM1-OPRD1 ag	-1.5	2.1	3.7	11.7	-2.5	-3.4	3.1	-1.1
LANA DNA inh	18.4	1.3	-1.9	-0.9	0.1	-1.0	-0.1	0.5
HTR5A inv ag	-1.0	22.6	-23.8	-27.0	15.1	4.7	-14.6	11.1
Keap1-Nrf2 PPI	4.1	-13.7	-1.9	-1.1	6.6	2.0	-0.4	3.7
cardiac RTF act	39.6*	9.1	-2.4	2.8	-1.6	-3.9	-1.1	0.9
HTR5A ag ctr	-2.5	3.3	8.6	9.5	-6.3	0.6	4.9	9.2

Results in sequence from the list:
Keap1-Nrf2 PPI for entries 1 to 8, in order: 4.1, -13.7, -1.9, -1.1, 6.6, 2.0, -0.4, 3.7

(further entries)
9: C=CCNC(=O)c1cc2nc(C3CC3)cc(C(F)F)n2n1
10: Cc1ccnn1CC(=O)N/N=C/c1ccc([N+](=O)[O-])s1
11: O=C(NC(=S)N1CCCC(O)C1)c1ccco1 (stereo unspecified)
12: Cn1c(Cn2c(=O)sc3ccccc32)nnc1SCc1ccc(F)cc1
13: O=C(O)CC/C(=C\c1ccc(N2CCOCC2)c([N+](=O)[O-])c1)c1nc2ccccc2s1
14: O=C(NCC1CCCO1)c1ccc2c(=O)n(-c3ccc(F)cc3)c(=S)[nH]c2c1 (stereo unspecified)
15: CCCn1c(SCC(=O)N2CCc3ccccc3C2)nc2c1c(=O)n(C)c(=O)n2C
16: CC1CCN(c2nc(NCc3ccco3)nc(N)c2[N+](=O)[O-])CC1

compound no.	9	10	11	12	13	14	15	16
CAL PDZ FP	-1.9	87.1*	nt	2.8	4.8	-3.4	nt	nt
MOR-DOR inv ag	-10.9	-9.2	11.1	1.1	12.0	5.6	13.6	-1.3
V-ATPase pHluor	2.0	-2.4	-2.5	-0.3	0.8	-4.7	-4.0	-5.2
Cardiac RTF inh	-16.7	-2.6	1.5	-5.3	-1.9	-5.9	-3.8	-9.8
OPRM1-OPRD1 ag	2.0	1.8	-2.1	-0.2	-2.2	-1.1	-3.0	0.2
LANA DNA inh	0.8	0.9	-0.8	1.7	0.0	-0.1	0.6	-0.5
HTR5A inv ag	-12.8	-30.9	3.6	-2.7	1.5	-1.1	-7.3	-3.5
Keap1-Nrf2 PPI	0.4	2.7	1.3	-7.8	-0.6	-5.2	4.1	-4.1
cardiac RTF act	-6.2	6.4	1.9	6.9	-1.5	7.4	1.9	-4.0
HTR5A ag ctr	-2.8	5.0	-1.0	1.0	-0.6	0.4	-0.8	1.4

Whole records, looked up by structure:
CC1CCN(c2nc(NCc3ccco3)nc(N)c2[N+](=O)[O-])CC1 as listed: CAL PDZ FP = nt; MOR-DOR inv ag = -1.3; V-ATPase pHluor = -5.2; Cardiac RTF inh = -9.8; OPRM1-OPRD1 ag = 0.2; LANA DNA inh = -0.5; HTR5A inv ag = -3.5; Keap1-Nrf2 PPI = -4.1; cardiac RTF act = -4.0; HTR5A ag ctr = 1.4
Cc1cccc(C)c1N1CCN(c2nc(N(C)C)oc(=O)c2C#N)CC1 as listed: CAL PDZ FP = nt; MOR-DOR inv ag = 11.9; V-ATPase pHluor = 3.9; Cardiac RTF inh = -5.6; OPRM1-OPRD1 ag = -2.5; LANA DNA inh = 0.1; HTR5A inv ag = 15.1; Keap1-Nrf2 PPI = 6.6; cardiac RTF act = -1.6; HTR5A ag ctr = -6.3

Other structures
17: CC1CCCCC12NC(=O)N(CC(=O)Nc1sccc1C(N)=O)C2=O (stereo unspecified)
18: Cc1ccc(C(=O)CSC2=C(C#N)C(c3ccco3)CC(=O)N2)c(C)c1 (stereo unspecified)
19: COc1ccc(CNC(=O)COC(=O)c2ccc(C)c(S(=O)(=O)N3CCOCC3)c2)cc1OC
20: Cc1ccc(S(=O)(=O)N2CCOCC2)cc1C(=O)Nc1c(C)n(C)n(-c2ccccc2)c1=O
21: O=C(NCCS(=O)(=O)NCCCc1ccccc1)c1ccccc1
22: Oc1ccccc1C1=NCCNC(C(F)(F)C(F)F)=C1
23: C=CCSc1nc2ccccc2n1C(=O)/C=C/c1cc(OC)c(OC)c(OC)c1
24: O=C(NCCCN1CCOCC1)C(=O)NCC1OCCCN1S(=O)(=O)c1cc(F)ccc1F (stereo unspecified)
25: O=c1[nH]c(/C(=N\O)c2ccccc2)no1
26: O=C(NCc1ccc(F)cc1F)Nc1cnccc1C(F)(F)F

compound no.	17	18	19	20	21	22	23	24	25	26
CAL PDZ FP	10.8	0.7	nt	2.7	-4.4	2.4	nt	-0.2	-1.0	-1.2
MOR-DOR inv ag	9.3	4.3	1.6	12.1	11.5	-10.0	3.8	7.9	2.2	1.8
V-ATPase pHluor	1.2	-2.0	3.0	0.1	4.6	2.9	-4.0	-2.0	2.2	-2.4
Cardiac RTF inh	0.5	-6.3	-10.0	-2.4	-12.3	3.4	1.5	-1.5	5.0	-6.3
OPRM1-OPRD1 ag	-2.3	-0.8	-0.4	-2.3	-1.8	1.8	-0.7	-1.4	-0.4	-0.3
LANA DNA inh	0.8	1.2	0.0	-1.2	-0.9	-1.7	1.1	0.4	-0.6	0.5
HTR5A inv ag	-8.6	2.3	10.0	-19.5	-5.8	6.0	3.2	-4.3	-26.8	7.9
Keap1-Nrf2 PPI	-2.6	-8.0	-7.0	-3.0	-4.9	-4.3	2.4	-6.5	-0.4	-1.8
cardiac RTF act	-2.2	1.8	-0.3	-0.9	-1.1	-5.0	-1.1	2.2	-1.9	3.9
HTR5A ag ctr	3.5	-2.1	0.4	7.7	2.1	-0.7	-1.0	3.5	3.7	-2.2

Part of the list above, reformatted.
Results follow in this order: CAL PDZ FP, MOR-DOR inv ag, V-ATPase pHluor, Cardiac RTF inh, OPRM1-OPRD1 ag, LANA DNA inh, HTR5A inv ag, Keap1-Nrf2 PPI, cardiac RTF act, HTR5A ag ctr
#2 Cc1nnc(SCC2=C(C(=O)O)N3C(=O)C(NC(=O)Cn4nc(C(F)F)c(Cl)c4C)C3SC2)s1 (stereo unspecified)
  -2.0, -11.6, 0.5, -5.2, 2.1, 1.3, 22.6, -13.7, 9.1, 3.3
#3 O=C(Nc1ccccc1N1CCOCC1)c1cc(=O)[nH]c2ccccc12
  -1.0, -15.4, 3.0, -4.0, 3.7, -1.9, -23.8, -1.9, -2.4, 8.6
#4 COc1cc(/C=N/N=C(N)N)ccc1OCc1ccccc1Cl
  -1.8, -84.8, 1.7, 5.1, 11.7, -0.9, -27.0, -1.1, 2.8, 9.5
